Assay outcomes as filed in PubChem BioAssay.
p97 inhibitor: inhibitors of human p97 ATPase | P55072 | AID 1481 | hit rate 0.42% among 220,000 | inhibition, % at 8 µM | recombinant p97 ATPase, Kinase-Glo ATP luminescence, 3 h; in the data active = inhibition above about 15%;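 also: 0% = DMSO vehicle and 100% = wells lacking enzyme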
MDM2 E3 inh: blocks human Mdm2 ubiquitin ligase activity | Q00987 | cell-based MDM2 ubiquitination luciferase reporter, 2 h; 0 = plate control, 100 = twice control, blank-subtracted | signal enhancement, % at 5 µM | hit rate 0.11% among 210,000 | AID 1230;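 active = signal enhancement of 30% or more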;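 also: luminescence tracks abundance of the self-degrading MDM2-luciferase fusion protein; higher signal means inhibition of MDM2 E3 ligase activity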
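Test system: mammalian cells stably expressing self-ubiquitinating, self-degrading MDM2 E3–luciferase fusion; Amount: 2000 cells in each well; Medium: DMEM; Schedule: 4 h settle plus 2 h compound, 37 °C; Technique: SteadyLite luciferase luminescence after 15 min room-temperature reagent incubation; Benchmarks: plate control and blank wells.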
FXIa inh 1536: inhibitors of human coagulation factor XIa; purified FXIa, Boc-Glu-Ala-Arg-AMC fluorogenic substrate; hit rate 0.14% among 220,000; P03951; inhibition, % at 5 µM;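 active = inhibition of at least 40%; inactive = inhibition below 40%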;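 also: fluorescence of freed AMC excited at 355 nm; 0% = enzyme without compound and 100% = no enzyme blank; many of its hits are not listed in these tables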
14-3-3 Bad PPI: disrupts binding of bovine 14-3-3 zeta to phospho-Bad peptide; P63103; TR-FRET 14-3-3zeta/Dy647-pBad peptide displacement, 1 h; inhibition, % at 21.7 µM; hit rate 0.71% among 220,000; AID 781;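 active = inhibition above about 70%, limit read from the data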;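 also: 0% = full 14-3-3 plus peptide FRET controls and 100% = background without 14-3-3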
FXIIa inh: blocks human coagulation factor XIIa protease activity. P00748. purified FXIIa, Boc-QGR-AMC fluorogenic substrate, 2 h. inhibition, % at 5 µM. hit rate 0.3% among 220,000. AID 800; in the data active = inhibition above about 40%;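 also: 0% = enzyme with no compound and 100% = blank without enzyme; many of its hits are not listed in these tables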
KLK5 inh: blocks human kallikrein 5 protease activity; Q9Y337; recombinant hK5, fluorogenic AMC substrate cleavage; inhibition, % at 5 µM; hit rate 0.59% among 210,000; AID 873;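 active = inhibition of 40% or more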;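 also: 0% = enzyme controls without compound and 100% = no-enzyme blanks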
eIF4E-4G inh: eIF4E/eIF4G interaction inhibition in translation initiation; P63073+Q04637; TR-FRET eIF4E-eIF4GI(517-606) binding, 2 h; inhibition, % at 21.7 µM; hit rate 0.37% among 220,000; AID 782;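 active = inhibition above about 30%, limit read from the data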;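 also: 0% = full FRET control wells and 100% = background wells lacking eIF4GI fragment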
Target sequence (P63073 whole entry, looked up, the tested form may be a part): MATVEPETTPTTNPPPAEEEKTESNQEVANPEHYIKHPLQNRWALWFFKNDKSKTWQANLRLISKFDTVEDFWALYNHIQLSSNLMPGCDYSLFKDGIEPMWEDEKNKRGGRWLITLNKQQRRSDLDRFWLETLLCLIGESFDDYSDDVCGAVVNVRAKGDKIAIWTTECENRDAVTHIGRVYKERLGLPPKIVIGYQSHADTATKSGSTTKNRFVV
Target sequence (Q04637 whole entry, looked up, the tested form may be a part): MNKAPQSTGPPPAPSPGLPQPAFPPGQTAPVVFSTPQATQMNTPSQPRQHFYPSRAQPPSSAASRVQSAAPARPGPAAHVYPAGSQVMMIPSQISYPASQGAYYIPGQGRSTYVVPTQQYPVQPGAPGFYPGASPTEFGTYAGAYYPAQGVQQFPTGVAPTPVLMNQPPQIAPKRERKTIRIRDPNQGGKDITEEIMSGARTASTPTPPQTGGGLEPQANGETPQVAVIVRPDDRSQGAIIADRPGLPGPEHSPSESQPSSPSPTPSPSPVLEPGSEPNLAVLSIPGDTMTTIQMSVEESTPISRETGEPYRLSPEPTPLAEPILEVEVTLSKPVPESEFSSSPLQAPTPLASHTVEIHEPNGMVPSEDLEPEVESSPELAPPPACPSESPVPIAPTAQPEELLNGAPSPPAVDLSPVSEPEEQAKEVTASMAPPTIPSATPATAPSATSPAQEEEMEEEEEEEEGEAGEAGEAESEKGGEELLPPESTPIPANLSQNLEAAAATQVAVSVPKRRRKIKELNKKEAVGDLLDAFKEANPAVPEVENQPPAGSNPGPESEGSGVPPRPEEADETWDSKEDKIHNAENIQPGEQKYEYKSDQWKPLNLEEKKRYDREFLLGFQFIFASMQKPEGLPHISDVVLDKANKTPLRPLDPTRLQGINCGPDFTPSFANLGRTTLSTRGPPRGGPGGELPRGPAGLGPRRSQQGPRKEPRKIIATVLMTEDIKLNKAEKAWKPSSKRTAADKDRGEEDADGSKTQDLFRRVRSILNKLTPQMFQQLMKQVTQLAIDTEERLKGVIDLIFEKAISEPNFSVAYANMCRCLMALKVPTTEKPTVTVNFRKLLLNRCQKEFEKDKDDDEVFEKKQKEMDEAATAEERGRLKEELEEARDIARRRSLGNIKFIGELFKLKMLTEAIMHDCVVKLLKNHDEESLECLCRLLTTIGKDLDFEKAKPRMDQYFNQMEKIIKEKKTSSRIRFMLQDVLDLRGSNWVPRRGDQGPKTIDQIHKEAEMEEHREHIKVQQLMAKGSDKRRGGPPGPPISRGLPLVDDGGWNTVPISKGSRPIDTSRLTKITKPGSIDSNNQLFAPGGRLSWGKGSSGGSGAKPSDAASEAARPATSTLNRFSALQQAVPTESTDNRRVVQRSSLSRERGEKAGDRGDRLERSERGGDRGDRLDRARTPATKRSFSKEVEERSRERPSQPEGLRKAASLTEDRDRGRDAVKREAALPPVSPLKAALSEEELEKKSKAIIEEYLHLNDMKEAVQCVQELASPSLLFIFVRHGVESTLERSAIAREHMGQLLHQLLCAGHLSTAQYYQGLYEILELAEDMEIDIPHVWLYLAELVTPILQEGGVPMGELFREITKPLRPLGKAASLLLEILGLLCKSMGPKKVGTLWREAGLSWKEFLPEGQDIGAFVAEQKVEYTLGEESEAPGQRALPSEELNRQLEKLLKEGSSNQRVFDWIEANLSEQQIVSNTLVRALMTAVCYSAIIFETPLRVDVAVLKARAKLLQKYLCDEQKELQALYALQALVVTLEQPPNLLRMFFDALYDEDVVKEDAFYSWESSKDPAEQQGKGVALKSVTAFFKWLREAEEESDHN
Rad51 HR inh: blocks human Rad51 in homologous recombination; Q06609; hRad51 DNA strand exchange, fluorescence dequenching; inhibition, % at 10 µM; hit rate 0.085% among 200,000;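 active = inhibition above 40% at the single screening dose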;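 also: 0% = DMSO control wells and 100% = blanks with heterologous ssDNA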
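Test system: preformed human Rad51 ssDNA filaments. Compound dosing: single dose, 10 µM final compound. Incubation: filaments 15 min 37 °C, then compound 30 min. Technique: FRET fluorescence dequenching, excitation 485 nm, emission 520 nm. Read-out basis: percent inhibition from fluorescence, normalised to plate control and blank means. Benchmarks: plate controls and plate blanks.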
Wee1 degr inh: human Wee1 degradation inhibition, primary screen; HeLa Luc-Wee1K328M stability, luciferase luminescence; 100% = proteasome inhibitor MG132 effect; P30291; AID 1321; hit rate 1.2% among 220,000; reporter increase, % at 5 µM;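 active = activation above the mean of all tested compounds plus 3 SD, set per screening run, cut at about 8.8% in these data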;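 also: cells exposed to compound for 20 h before luminescence read; 0% = DMSO alone and 100% = MG132 at 30 µM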
* = called active by the depositor; nt = not tested or not shown; [ ] = remark or other dose.

SMILES	p97 inhibitor	MDM2 E3 inh	FXIa inh 1536	14-3-3 Bad PPI	FXIIa inh	KLK5 inh	eIF4E-4G inh	Rad51 HR inh	Wee1 degr inh
CSc1nnc2n(C)c3c(c(=O)n12)C1(CCCC1)Cc1ccccc1-3	-8	-21	-25	12	7	5	5	-1	0
COc1cc2cc(C(c3nnnn3C3CCCCC3)N(C)C3CCCCC3)c(=O)[nH]c2cc1OC (stereo not drawn)	3	6	-3	-1	2	-28	2[fluorescence artefact?]	2	6
CC(C)c1onc(C(=O)Nc2cccc(O)c2)c1[N+](=O)[O-]	12	2	-1	-12	6	-1	1	33	0
C/C(=N\Nc1nc(N2CCOCC2)nc(N2CCOCC2)n1)c1cccs1	3	0	-1	-9	11	-3	0	-5	-3
CCCc1nc2n[nH]c(N)c2c2c1COC(C)(C)C2	4	-26	-6	6	-7	12	1	-5	0
CC1(C)Cc2c(sc3nc(SCC(=O)N4CCOCC4)nc(N)c23)CO1	0	3	1	10[fluorescence artefact?]	10	4	-3	5	0
Cc1ccc(N2C(=O)/C(=C/c3cccnc3)SC2=S)cc1	4	-2	7	11	12	-19	0	4	-1
CC(Oc1ccccc1)C(=O)NC1C(=O)N2C1SC(C)(C)C2C(=O)O (stereo not drawn)	2	-5	-4	-10	3	0	-1	-15	0
Cc1ccc(N2C(=O)C(c3c(C)[nH]n(-c4ccccc4)c3=O)(C(F)(F)F)C3=C2CC(C)(C)CC3=O)cc1 (stereo not drawn)	2	-21	5	-3	15	-2	11	-3	0
COc1ccc(CC2(CO)CCN(C(C)COc3ccccc3)CC2)cc1 (stereo not drawn)	3	23	-2	-16	8	-1	0	5	2
O=C(/C=C/Nc1ccc(F)cc1F)c1ccco1	-13	-77	2	-8	8	1	-1	6	-2
COc1ccc(C(=O)NC(=S)N2CC(C)OC(C)C2)cc1 (stereo not drawn)	-2	-1	-2	-4	2	-7	0	nt	-2
CCN(CC(=O)NCc1ccc(F)cc1)CC(=O)Nc1ccccc1-c1ccccc1	-1	13	-4	-5	9	0	3	0	-1
CCc1ccc(NC(=O)CCn2ccnc2C)cc1	0	-5	7	5[fluorescence artefact?]	13	-20	2	0	1
Cc1ccc(CNC(=O)Cc2nc3nc(C)cc(C)n3n2)cc1	0	1	1	-14[fluorescence artefact?]	5	-21	1	-5	0
O=C(NC12CC3CC(CC(C3)C1)C2)N1CCN(S(=O)(=O)c2ccc(Cl)cc2)CC1	9	-16	-4	-9	3	-9	-4[fluorescence artefact?]	1	1
COc1ccc(S(=O)(=O)N(CCc2ccccc2)CC(=O)N/N=C/c2ccc3c(c2)OCO3)cc1	4	-5	4	-17[fluorescence artefact?]	8	-21	3[fluorescence artefact?]	3	-1
COc1ccc(CCC(C)NC2C3CC4CC(C3)CC2C4)cc1 (stereo not drawn)	1	1	-8	32[fluorescence artefact?]	-4	-21	11[fluorescence artefact?]	nt	-4
CCOC(=O)N1CCN(C(=O)C2CCCN(c3nc4ccc(OCC)cc4s3)C2)CC1 (stereo not drawn)	-8	-6	-5	8	-2	-14	4	-2	1
Cn1nc(CC(=O)Nc2ccc3c(c2)OCCO3)c2ccccc2c1=O	-2	-27	1	-7[fluorescence artefact?]	0	-25	-7	-8	-1
Cc1ccccc1OC/C(O)=C(\C#N)c1nc2ccccc2[nH]1	-7	-9	-6	13	7	-5	3	7	0
O=C(Nc1cc2c(oc1=O)CCCC2=O)c1cccc(Cl)c1	7	-5	10	15	11	-20	3	5	0
Cc1cnc2cc(Cl)c(Cl)cc2n1	3	nt	-4	3[fluorescence artefact?]	6	-12	6	-5	-1
CCCCNC(=O)[C@H](CSCc1ccccc1)N1Cc2ccccc2C1=O	1	nt	6	2	13	-9	-2	3	-2
CCOC(=O)c1ccccc1NC(=O)CSc1nc(N)cc(=O)[nH]1	7	-12	8	5	15	-4	7	10	-3

(more compounds)
SMILES	p97 inhibitor	MDM2 E3 inh	FXIa inh 1536	14-3-3 Bad PPI	FXIIa inh	KLK5 inh	eIF4E-4G inh	Rad51 HR inh	Wee1 degr inh
CC(C)N(C(=O)Nc1ccc2nccnc2c1)C(C)C	0	-2	2	-1	16	-22	4	nt	0
CCOc1ccc(CNc2ccc(S(N)(=O)=O)cc2)cc1	3	-39	0	-8	3	-5	5	-8	2
CCOc1ccc(Nc2ncnc3c2cnn3Cc2ccccc2)cc1	-3	-1	-3	80*	7	16	0	nt	-1
O=S(=O)(c1ccc2ccccc2c1)N1CCCOC1	2	-22	-6	9	4	-9	-2[fluorescence artefact?]	-2	-3
Cc1ccc(C)c(Cn2nnc3c(=O)[nH]c(C(=O)NCC4CCCO4)nc32)c1 (stereo not drawn)	-8	9	-3	9[fluorescence artefact?]	8	-23	2[fluorescence artefact?]	3	-2
COc1cc(C(=O)N(Cc2ccco2)Cc2cc3ccccc3[nH]c2=O)cc(OC)c1OC	2	20	2	3	-2	2	4	9	1
CN(C)CCNC(=O)c1ccc(CS(=O)(=O)c2c(Cl)cccc2Cl)o1	2	-6	4	2	12	-16	-5	-4	0
COc1ccc(CCNC(=O)c2c(-c3ccccc3)noc2C)cc1OC	2	-12	-3	-6[fluorescence artefact?]	1	-1	2[fluorescence artefact?]	3	-4
COc1cc2c(cc1OC)CN(C(=O)c1ccc(OC)c([N+](=O)[O-])c1)CC2	5	-7	4	8	11	3	2	nt	-5
OC(COCCOc1ccc(Br)cc1)CN1CCN(Cc2ccccc2)CC1 (stereo not drawn)	-10	-3	0	25[fluorescence artefact?]	1	-12	9	nt	1
COc1ccc2c(c1)c1ncn(CCc3ccccc3)c(=O)c1n2C	0	1	-10	19	-8	-47	-3	4	2
COc1ccc(NC(=S)NCCN2CCC(C)CC2)cc1Cl	-3	nt	-2	-6	6	nt	2	nt	-1
Cc1cc(-c2ccccc2)c2c3c(c(-c4ccccc4)n2n1)c(=O)n(C)c(=O)n3C	1	-7	7	-8[fluorescence artefact?]	16	-13	-11[fluorescence artefact?]	0	0
O=C(CC12CC3CC(CC(C3)C1)C2)Nc1ccccc1N1CCOCC1	-9	-11	-6	-6	3	-9	-2	-3	0
CN(C)S(=O)(=O)c1ccc(NC(=O)COC(=O)c2n[nH]c3ccccc23)cc1	9	-14	2	1[fluorescence artefact?]	1	3	3[fluorescence artefact?]	-5	-1
S=c1[nH]nc(CSCCOc2ccc(Cl)cc2Cl)o1	-1	-19	-4	0	10	6	-1	-9	0
CCc1cc2c(C)cc(C)cc2nc1SCC(=O)Nc1cc(C)on1	13	-20	2	-7	7	0	-1	9	1
Cc1cc(NC(=O)CSc2nc3c(c(-c4cccnc4)c2C#N)CCC3)no1	0	-14	-4	36	11	1	-33	2	0
O=[N+]([O-])c1ccc(N2CCCCC2)cc1	-5	4	30	2	32	40*	-1	nt	-3
CSc1nc(-c2ccccc2)cn1-c1ccc(NC(C)=O)cc1	5	-4	-9	-13	1	-6	-3	1	-4
O=C(O)C1CCCN1S(=O)(=O)c1ccccc1 (stereo not drawn)	-7	1	8	5	13	-5	-3	-4	1
COc1ccc(C(=O)c2ccc(Cl)cc2)cc1	-6	-15	20	12	23	-5	0[fluorescence artefact?]	-12	2
CCc1ccc(NC(=O)c2ccc3nc(N)sc3c2)cc1	4	-26	5	9	17	0	-2[fluorescence artefact?]	nt	2
OCCC1CN(Cc2c(F)cccc2Cl)CCN1C1CCCCC1 (stereo not drawn)	0	6	8	-3	10	2	0	0	0
O=C(Nc1cccc(Cn2cccn2)c1)c1cc2c(s1)CCCC2	-1	-12	4	10	13	5	-4	-3	4

4 successive compounds out of the list so far, for reference:
SMILES	p97 inhibitor	MDM2 E3 inh	FXIa inh 1536	14-3-3 Bad PPI	FXIIa inh	KLK5 inh	eIF4E-4G inh	Rad51 HR inh	Wee1 degr inh
COc1ccc(C(=O)c2ccc(Cl)cc2)cc1	-6	-15	20	12	23	-5	0[fluorescence artefact?]	-12	2
CCc1ccc(NC(=O)c2ccc3nc(N)sc3c2)cc1	4	-26	5	9	17	0	-2[fluorescence artefact?]	nt	2
OCCC1CN(Cc2c(F)cccc2Cl)CCN1C1CCCCC1 (stereo not drawn)	0	6	8	-3	10	2	0	0	0
O=C(Nc1cccc(Cn2cccn2)c1)c1cc2c(s1)CCCC2	-1	-12	4	10	13	5	-4	-3	4

The listing continues.
SMILES	p97 inhibitor	MDM2 E3 inh	FXIa inh 1536	14-3-3 Bad PPI	FXIIa inh	KLK5 inh	eIF4E-4G inh	Rad51 HR inh	Wee1 degr inh
CS(=O)(=O)N(CC(=O)Nc1cccc(F)c1)Cc1ccccc1	-5	-7	10	-7	15	-8	0	3	3
c1cnc(-c2noc(CN3CCN(C4C5CC6CC(C5)CC4C6)CC3)n2)cn1 (stereo not drawn)	1	-2	-3	-2	7	0	-1	-3	1
O=C(NC1CCCCC1)[C@H](O)[C@@H](O)C(=O)NC1CCCCC1	5	-11	-9	-8	-1	-9	-1	7	-2
COc1ccc(C(=O)c2c(NC(C)=O)sc3c2CCN(C(=O)OC(C)(C)C)C3)cc1	-3	-5	7	-2	6	11	2	2	1
Cc1c(-n2c(SC(C)C(=O)NC(N)=O)nc3ccccc3c2=O)c(=O)n(-c2ccccc2)n1C (stereo not drawn)	2	9	-8	-11	nt	-6	-1	-7	2
CCn1c(CSc2nc3ccccc3s2)nnc1SCC(=O)NCC(=O)OC	4	2	-3	6	3	8	0	-3	-1

Reprinted at random: 2 entries already listed.
SMILES	p97 inhibitor	MDM2 E3 inh	FXIa inh 1536	14-3-3 Bad PPI	FXIIa inh	KLK5 inh	eIF4E-4G inh	Rad51 HR inh	Wee1 degr inh
CS(=O)(=O)N(CC(=O)Nc1cccc(F)c1)Cc1ccccc1	-5	-7	10	-7	15	-8	0	3	3
Cc1c(-n2c(SC(C)C(=O)NC(N)=O)nc3ccccc3c2=O)c(=O)n(-c2ccccc2)n1C (stereo not drawn)	2	9	-8	-11	nt	-6	-1	-7	2
